HIV RNase H inh – HIV-1 RT RNase H inhibitors, primary screen, biochemical, fluorescence; Gag-Pol polyprotein (Human immunodeficiency virus type 1 group M subtype B (isolate …; RT-RNase H RNA/DNA duplex cleavage; inhibition, % at 10 µM; actives 1.9% (n = 65,000); AID 565, 2006; in the data active means inhibition above about 50%
RmlC RmlD mix – RmlC and RmlD coupled enzyme inhibitors, primary screen, biochemical, 384-well, compound mixtures, retest; RmlC/RmlD coupled enzyme inhibition, 384-well mixture HTS; inhibition, % at 5.5 µM; actives 0.39% (n = 110,000); AID 1532, 2009; in the data active means inhibition above about 30%, passing the limit was not always enough; further: strong numbers were not always called active
Active calls of the source: *; . = no result given. Not all compounds are listed; rates above refer to the full screens.

Under each structure: HIV RNase H inh, RmlC RmlD mix
> O=C1c2oc3ccc(F)cc3c(=O)c2C(c2ccccc2)N1CC1CCCO1 (stereo not given)
 : -4, -7
> Cc1ccc(F)cc1NC(=O)CCC(=O)c1cccs1
 : ., -14
> N#Cc1cc2ccccc2nc1SCC(=O)Nc1ccc(S(=O)(=O)N2CCCC2)cc1
 : -2, -6
> CCc1cc(C)cc(OCCNC(=O)c2ncn[nH]2)c1
 : -1, 9
> Cc1ccc(C(=O)n2cnnc2N)cc1
 : ., -6
> COc1cccc(-c2cc(C(F)(F)F)n3ncc(C(=O)O)c3n2)c1
 : -2, -7
> CCOC(=O)c1cc(-c2ccccc2)sc1NC(=O)CN1C(=O)NC(CC)(c2ccccc2)C1=O (stereo not given)
 : ., -8
> Cc1ccc(-n2c(N)c(C(=O)NCc3ccco3)sc2=S)cc1
 : ., -17
> O=C(NCC1COc2ccccc2O1)C1C2C=CC3(CN(Cc4cccs4)C(=O)C13)O2 (stereo not given)
 : ., -7
> COC(=O)c1cc(NC(=O)CSc2nncn2C)cc(C(=O)OC)c1
 : ., -16
> CCn1c(CC(=O)Nc2cccc(OC)c2)nnc1SCC(=O)Nc1nccs1
 : 1, -3
> COC(=O)C1=C(c2cc3ccccc3s2)C[C@@H]2CC[C@H]1N2C(=O)N1CCCCC1
 : ., 7
> CCOC(=O)c1sc2ncn(C(C)C(=O)OCC)c(=O)c2c1C (stereo not given)
 : -4, 5
> Cc1ccc(CNC(=O)CCNS(=O)(=O)c2ccc(C)cc2)cc1
 : ., 8
> CCCCOC(=O)CCNc1n[nH]c(=O)[nH]c1=O
 : 0, -1
> Brc1cc2c(cc1Cn1c(-c3cncs3)nc3ccccc31)OCO2
 : -9, -16
> CCOC(=O)c1[nH]c(C)c(C(=O)NCc2ccc(OC)cc2)c1C
 : -6, -15
> CCn1c(SCC(=O)NCCc2ccc(OC)c(OC)c2)nc2c1c(=O)n(C)c(=O)n2C
 : -6, 10
> O=S(=O)(N/N=C/c1c(F)cccc1Cl)c1ccccc1
 : ., 13
> CCCCC1=CC2=CC(=O)C(C)(OC(=O)CCC(=O)OC)C(=O)C2=CO1 (stereo not given)
 : ., -8
> COC(=O)CSc1nnc(CNc2ccc(Cl)cc2)n1-c1ccccc1
 : ., -7
> O=C(NCc1cccs1)c1noc2c1CCCC2
 : -36, 8
> CC(C)=CCCC1(C)C=Cc2c(c(C)cc3c2[nH]c2cc(O)ccc23)O1 (stereo not given)
 : ., 7
> CS(=O)(=O)N1CC(C(=O)NN)Oc2ccc(Cl)cc21 (stereo not given)
 : ., 9
> C=CCSc1nnc(-c2ccc(Cl)cc2Cl)o1
 : -41, .
> COC(=O)[C@H](C)NC(=O)COc1ccccc1
 : ., -13
> O=C(COc1ccccc1F)NC1CC1
 : -8, 6
> O=C(CNC(=O)c1cccs1)c1ccc(F)cc1
 : ., -11
> CC(C(=O)NC1CCCC1)N(Cc1ccc2c(c1)OCO2)C(=O)c1snc(C(N)=O)c1N (stereo not given)
 : 5, -8
> COCc1c(C(=O)OCc2nc(N)nc(Nc3ccccc3C)n2)oc2ccccc12
 : -6, -16

Compounds above containing an aryl methoxy group:
Under each structure: HIV RNase H inh, RmlC RmlD mix
> COc1cccc(-c2cc(C(F)(F)F)n3ncc(C(=O)O)c3n2)c1
 : -2, -7
> CCn1c(CC(=O)Nc2cccc(OC)c2)nnc1SCC(=O)Nc1nccs1
 : 1, -3
> CCOC(=O)c1[nH]c(C)c(C(=O)NCc2ccc(OC)cc2)c1C
 : -6, -15
> CCn1c(SCC(=O)NCCc2ccc(OC)c(OC)c2)nc2c1c(=O)n(C)c(=O)n2C
 : -6, 10

Next records
Under each structure: HIV RNase H inh, RmlC RmlD mix
> CCSc1ncc(/C=N/Nc2ccccc2)n1C
 : ., 10
> CCCCN(CCCC)C(=O)CN(C)S(=O)(=O)c1ccc2c(c1)n(C)c(=O)c(=O)n2C
 : -5, -7
> Cc1ccc(C)c2nc(SCC(=O)N3CCCc4ccccc43)c(C#N)cc12
 : ., -16
> Cc1cc(C)n(CC(O)Cn2c3ccccc3c3ccccc32)c(=O)n1 (stereo not given)
 : -10, -11
> COc1cc(S(=O)(=O)N(CCc2ccccc2)Cc2cccs2)ccc1-n1cnnn1
 : ., 5
> O=C(O)CSc1nnc(Cn2c(=O)sc3ccccc32)n1-c1cccc(Cl)c1
 : 4, -9
> CCS(=O)(=O)c1ccc(-c2csc(-c3ccccc3)n2)c(Cl)c1Cl
 : ., -20
> COc1ccc(CCN(Cc2cc3cc4c(cc3[nH]c2=O)OCO4)C(C)=O)cc1OC
 : 4, .
> O=C(COc1cccc2ccccc12)N1c2ccccc2CCc2ccccc21
 : ., -9
> Cn1cnc2cc(OC(=O)c3ccccc3)ccc21
 : -6, 1
> CCCCNC(=S)NNC(=O)c1ccoc1C
 : ., -13
> Cc1cc(=O)[nH]c(SCC(=O)c2c(N)n(C)c(=O)n(C)c2=O)n1
 : ., -11
> COC(=O)c1sc(NC(=O)CSc2nncs2)c(C(=O)OC)c1C
 : ., 14
> O=C(CNC(=O)c1ccccc1C(=O)O)c1ccccc1
 : -3, -17
> O=C(CSc1nnc(-c2ccoc2)o1)N1CCOCC1
 : -4, -8
> CCOC(=O)c1cnn(-c2ccccc2)c1NC(=O)c1ccccc1
 : -2, -9
> Cc1ccc(C)c(NC(=O)c2ccc(N(C)S(C)(=O)=O)cc2)c1
 : ., 4
> NCCCC[C@H](NC(=O)C1CCNCC1)c1nnc([C@@H](N)CO)o1
 : ., 10
> CC1CC/C(=C\c2ccc3c(c2)OCO3)C(=O)/C1=C/c1ccc2c(c1)OCO2 (stereo not given)
 : ., -4
> COc1ccc(Cn2c(N)c(C(=O)NCc3ccco3)c3nc4ccccc4nc32)cc1
 : -26, .
> CCOc1ccc(-n2cnnn2)cc1S(=O)(=O)NCCc1ccc(OC)c(OC)c1
 : -3, 3
> COC(=O)C1CCN(C(=O)c2sc3nc(-c4ccc(F)cc4)cn3c2C)CC1
 : -2, 1
> N#CC1(c2ccc(NC(=O)c3ccccc3)cc2)CCCC1
 : ., -14
> COc1cc(CCC(=O)N2CCN(c3ccc(N4CCOCC4)nn3)CC2)cc(OC)c1OC
 : -5, .
> COc1ccc(CCNC(=O)C2CC3Cn4c(nc5cc(Cl)c(Cl)cc54)C3N2C)cc1 (stereo not given)
 : ., 6
> CCn1c(COc2ccc(OC)cc2)nc2ccccc21
 : ., 2
> O=C(CNS(=O)(=O)c1cccc2nonc12)NCc1ccc(F)cc1
 : -15, 28
> c1ccc(CCn2nnnc2CN2CCC(n3nnc4ccccc43)CC2)cc1
 : 0, 2
> CN=C1S/C(=C\c2ccc(N3CCOCC3)c(F)c2)C(=O)N1C
 : ., -14
> Cc1onc(-c2ccccc2)c1C(=O)Nc1nnc(N(C)Cc2ccccc2)s1
 : -2, 104
> Nc1nc(SCC(=O)NCCC(c2ccccc2)c2ccccc2)n[nH]1
 : ., -8
> Cc1nc2ccccc2c2oc(C(=O)NCCCN3CCC(C)CC3)cc12
 : -10, 9
> Cc1ccc(Oc2ccc(-c3nc(N)nc(N)n3)cc2)cc1C
 : ., -3
> Cc1ccc(-c2nnc(CSc3nc4cc5c(cc4cc3C)OCO5)o2)cc1
 : -1, 9
> O=S(=O)(c1ccc(S(=O)(=O)N2CCN3CCCC3C2)cc1)N1CCCC1 (stereo not given)
 : -15, -18
> CC(C)(C)Nc1nc(OCC(F)(F)F)nc(OCC(F)(F)F)n1
 : -3, -6
> COC(=O)C(C)Sc1nnc(-c2ccncc2)o1 (stereo not given)
 : -4, 4
> CCOC(=O)c1c(NC(=O)CSc2nnc(Cc3ccccc3)o2)sc(C)c1C
 : ., 21
> Cn1c(=O)n(C)c2cc(NS(=O)(=O)c3ccc4c(c3)CCCC4)ccc21
 : -24, 1
> C#CCOCCOCCOCCNc1nc(N2CCN(C(=O)[C@H](Cc3ccc(O)cc3)n3cc(C(N)CC(C)C)nn3)CC2)nc(N2CCN(C(=O)[C@H](CCC(=O)O)n3cc(C(N)[C@H](C)CC)nn3)CC2)n1 (stereo not given in full)
 : ., 8
> Cc1cccc(C(=O)Nc2oc(-c3ccccc3)cc2C#N)c1
 : ., -12
> Cc1ccc(S(=O)(=O)Nc2ccc(O)c3ncccc23)cc1
 : ., 3
> COc1ccc(C(=O)Nc2ccc(NC(=O)c3ccco3)c(Cl)c2)cc1OC
 : ., -9
> O=C(Nc1ccc(Cl)c(Cl)c1)OCc1cnc(Cl)s1
 : ., 5
> O=C(NCc1ccco1)c1cccc(Nc2nc3ccc(Br)cc3[nH]2)c1
 : ., -7
> O=C(COc1ccccc1O)N1CCN(C(=O)c2ccco2)CC1
 : -10, -11
> O=C1c2ccccc2C(=O)N1Cc1nc2ccccc2c(=O)n1-c1ccc(Br)cn1
 : 2, 11
> CC(C)(C)C(=O)NC(NC(=S)Nc1sc2c(c1C#N)CCCC2)C(Cl)(Cl)Cl (stereo not given)
 : ., -3
> O=C1C2C3C=CC(C3)C2C(=O)N1c1cccc(N2C(=O)C3C4C=CC(C4)C3C2=O)n1 (stereo not given)
 : 3, 7
> Cc1ccc(C(C(=O)NC(C)(C)C)N(C(=O)c2csnn2)c2ccccc2F)o1 (stereo not given)
 : 9, 1
> COC(=O)c1ccc2c(c1)N(Cc1cc(C)ccc1C)C(=O)c1ccccc1S2=O (stereo not given)
 : -12, -5
> COc1cc(NC(=O)c2ccco2)c(OC)cc1NC(=O)Nc1ccccc1Cl
 : 14, 7
> O=C1N2CCSC2=NC1(Nc1nccs1)C(F)(F)F (stereo not given)
 : -15, 13
> CCn1c(NC(=O)c2ccc(COc3ccc(C)cc3[N+](=O)[O-])o2)nc2ccccc21
 : ., -9
> CCOC(=O)N1CCN(C(=O)c2cccn3c(=O)c4cc(Cl)ccc4nc23)CC1
 : ., 20
> O=C(NCCCN1CCOCC1)c1cc(-c2ccc(F)cc2)on1
 : 1, -27
> Cc1cc(C)cc(-n2ccnc2SCC(=O)Nc2ccc3c(c2)OCCO3)c1
 : -57, -8
> CCc1ccc(C(=O)c2ccccc2C(=O)O)s1
 : ., 5
> O=S(=O)(Nc1cccnc1)c1cccc(C(F)(F)F)c1
 : 0, -8
> O=C(NCC1CC1)c1ccc2c3n(nc2c1)-c1ccccc1CO3
 : ., -7

Rewritten as labelled records: 3 of the compounds above.
canonical_smiles: O=C(NCCCN1CCOCC1)c1cc(-c2ccc(F)cc2)on1
  HIV RNase H inh: 1
  RmlC RmlD mix: -27
canonical_smiles: Cc1cc(C)cc(-n2ccnc2SCC(=O)Nc2ccc3c(c2)OCCO3)c1
  HIV RNase H inh: -57
  RmlC RmlD mix: -8
canonical_smiles: CCc1ccc(C(=O)c2ccccc2C(=O)O)s1
  HIV RNase H inh: .
  RmlC RmlD mix: 5

Entries of single compounds as entered above. Order of values: HIV RNase H inh | RmlC RmlD mix
Profile of `CCOC(=O)N1CCN(C(=O)c2cccn3c(=O)c4cc(Cl)ccc4nc23)CC1` : . | 20
Profile of `CC(C)(C)C(=O)NC(NC(=S)Nc1sc2c(c1C#N)CCCC2)C(Cl)(Cl)Cl` (stereo not given) : . | -3
Profile of `Cc1ccc(C(C(=O)NC(C)(C)C)N(C(=O)c2csnn2)c2ccccc2F)o1` (stereo not given) : 9 | 1

The list goes on:
Under each structure: HIV RNase H inh, RmlC RmlD mix
> O=C1OCCC1Sc1nc2cc(Cl)ccc2n1Cc1ccccc1 (stereo not given)
 : ., 19
> Cc1ccc(CNC(=O)C23CN(Cc4ccccc4)CC2C(c2ccc([N+](=O)[O-])cc2)=NO3)o1 (stereo not given)
 : ., -12
> Cn1c(SC/C=C/c2ccccc2)nnc1-c1ccco1
 : -8, -6
> CCCOc1ccc(-c2nnc(-c3ccncc3)o2)cc1
 : -23, 13
> CCN(CC)CP(=O)(c1ccccc1)c1ccccc1
 : -7, 10
> CCOCc1nnc(NC(C)=O)s1
 : ., 3
> CC1(O)C(=O)C=C2C=C(c3ccc(C#N)cc3)OC=C2C1=O (stereo not given)
 : ., 10
> COCC(C)NS(=O)(=O)c1ccc(NC(=O)C(Cc2ccccc2)NC(N)=O)cc1 (stereo not given)
 : 3, -3
> Cc1cc(NC(=O)CSc2nnc(Cn3c(=O)sc4ccccc43)n2-c2ccccc2C)no1
 : -6, .
> CCOC(=O)CCCCC(=O)c1[nH]c(=O)[nH]c1CN1CCOCC1
 : -12, -13
> CCOc1ccc(-c2nnc3ccc(SCc4ccc(C(=O)OC)o4)nn23)cc1
 : -21, 11
> O=C(NC1CCCCC1)N1CCC(n2c(=O)[nH]c3ccccc32)CC1
 : -13, 2
> C[C@H]1[C@H](C)CC[C@]2(C(=O)O)CC[C@]3(C)C(=CC[C@@H]4[C@@]5(C)C[C@@H](O)[C@H](O)C(C)(C)[C@@H]5CC[C@]43C)[C@H]12
 : ., -9
> C=CCN1C(=O)CSc2ccc(C(=O)N3CCC4(CC3)OCCO4)cc21
 : 7, -14
> CCC(C)C(=O)Nc1nc(C)c(-c2csc(Nc3cc(OC)ccc3OC)n2)s1 (stereo not given)
 : ., -8
> O=C(O)Cc1ccc(-c2ccccc2-c2ccccc2)cc1
 : ., -15
> O=C(NCc1ccco1)c1cccn2c(=O)c3cc(Br)ccc3nc12
 : 9, .
> C1=C(c2ccccc2)Nc2ncnn2C1c1ccccc1 (stereo not given)
 : ., 6
> CCC(=O)N1c2ccc(S(=O)(=O)CCC(=O)NC3CCCC3)cc2CC1C (stereo not given)
 : -13, .
> CCOc1ccc(NC(=O)Cn2nnc(C(=O)NCc3ccco3)c2N)cc1
 : ., 4
> C=C(C)C1CCC2(C(=O)O)CCC3(C)C(CCC4C5(C)C(C=O)C(O)C(C)(C)C5CCC43C)C12 (stereo not given)
 : ., 4
> COc1ccc(OC)c(/C=c2\sc3nc(-c4cccs4)nn3c2=O)c1
 : 4, -27
> COc1ccc(CCNC(=O)CCN2C(=O)COc3ccc(C)cc32)cc1OC
 : -5, 10
> CCc1ccccc1N1CC23C=CC(O2)C(C(=O)OCC(C)C)C3C1=O (stereo not given)
 : -4, -10
